HT1080-NT tox – kills 2HG-producing HT-1080-NT fibrosarcoma cells; 360,000 compounds, 1.6% hits; HT-1080-NT fibrosarcoma viability, CellTiter-Glo ATP luminescence, 48 h; Potency, µM (doses to about 46.1 µM), for the others: at the top dose activity, negative = less viability, usual class: cytotoxic;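 further: NT is the 2HG producing partner of a matched IDH1 knockdown line; potency means the concentration at half of the fitted maximal effect; 0% = DMSO-treated cells and -100% = media-only wells without cells; nearly all actives have a fitted effect of over 55% in size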
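HT-1080-NT; 750 cells/well; 5% FBS RPMI; 48 h compound, 37 degrees C; CellTiter-Glo luminescence; curve fitting and curve-class assignment.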
IL1B secr inh – blocks inflammasome-driven IL-1 beta release. THP-1 LPS/ATP IL-1B secretion, AlphaLISA, 16 h; stronger effect = lower value. activity change, % at 57.5 µM. 360,000 compounds, 4.7% hits; in the data active means activity change below about -50%; inconclusive means mostly about -30% to -49%; further: on the % scale 0 is the no-effect control and ±100 the full control effect
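THP-1 cells pretreated 1 hr with compounds (up to 57.5 uM final), then stimulated with LPS (250 ng/mL final) plus ATP (1.25 mM final); secreted IL-1B measured by AlphaLISA after 16 hr, decreased signal indicating inhibition.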
ATXN2 expr inh – inhibitors of ATXN2 expression; 360,000 compounds, 0.72% hits; Potency, µM (highest dose often 57 µM), inactives show at the highest dose activity change, negative = inhibition, actives largely listed as inhibitors; HEK-293 ATXN2-luciferase reporter, luminescence, 24 h; further: potency means the concentration at half of the fitted maximal effect; on the % scale 0 is the no-effect control and ±100 the full control effect; nearly all actives have a fitted effect of over 55% in size
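ATXN2-luciferase reporter cells (luciferase flanked by upstream and downstream ATXN2 gene portions) were treated 24 h at 37 °C with compounds at up to 57 uM. SteadyGlo luminescence gave expression; GF-AFC fluorescence gave viability.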
SW480 rerep – inducers of DNA re-replication in SW480 colon cancer cells; SW480 DNA re-replication, Hoechst DNA content imaging, 48 h; Potency, µM (titrated, usually from 46.1 µM), for the others: at the top dose re-replication activation, actives largely listed as activators; 340,000 compounds, 1.8% hits; AID 624297; further: potency means the concentration at half of the fitted maximal effect; % of control where 0% means no effect; nearly all actives have a fitted effect of over 55% in size
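250 cells/well; 23 nL cpd via pin tool; 48 hr, 37 C, 5% CO2; Hoechst 40 min; imager read of total nuclear intensity, ex 405/em 500-530 nm.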
ATXN viability – reduces viability in counter-screen for ATXN expression inhibitors. Potency, µM (highest dose often 56.7 µM), actives largely listed as cytotoxic. AID 651635. S2 cells (HEK-293 line with an ATXN2-luciferase reporter) viability, CellTiter-Fluor protease fluorescence, 24 h. 400,000 compounds, 0.49% hits; further: potency means the concentration at half of the fitted maximal effect; nearly all actives have a fitted effect of over 40% in size
HT1080 IDH1KD tx – HT-1080 IDH1 knockdown cell toxicity (counter line); AID 686971; 360,000 compounds, 2% hits; HT-1080 IDH1 knockdown viability, ATP luminescence, 48 h; Potency, µM (top dose mostly 46.1 µM), without a hit: at the top dose activity, negative = toxicity, actives largely listed as cytotoxic;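 further: potency means the concentration at half of the fitted maximal effect; 0% = DMSO wells and -100% = cell-free medium wells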
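CellTiter-Glo luminescence after 48 h compound exposure at 37 degrees C of IDH1-knockdown HT-1080 cells in 5% FBS RPMI. %Activity scaled between DMSO wells and cell-free media wells, with curves fitted and assigned curve classes.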
MCF10A rerep – DNA re-replication induction in MCF 10a cells; MCF 10A DNA re-replication, Hoechst nuclear intensity, 48 h; Potency, µM (top dose mostly 46.1 µM), for inactives: top-dose activity, positive = re-replication, most hits filed as activators; 350,000 compounds, 2.9% hits; further: potency means the concentration at half of the fitted maximal effect; % of control where 0% means no effect; nearly all actives have a fitted effect of over 50% in size
KB-3-1 cytotox – kills parental KB-3-1 adenocarcinoma cells. KB-3-1 viability, CellTiter-Glo ATP luminescence, 72 h. Potency, µM (highest dose often 46.1 µM), for the others: at the highest dose activity change, negative = cytotoxic, usual class: cytotoxic. 400,000 compounds, 1.4% hits; further: potency means the concentration at half of the fitted maximal effect; on the % scale 0 is the no-effect control and ±100 the full control effect; nearly all actives have a fitted effect of over 60% in size
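Parental KB-3-1 viability, qHTS format: 72 h compound exposure, 37 °C; CellTiter-Glo; media-only wells and DMSO plates as controls; concentration-effect fits on corrected data.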
HepG2 viability – kills HepG2 cells in TGF-b inhibitor counter-screen; Potency, µM (series often up to 46.1 µM), for the others: at the highest dose activity change, negative = cytotoxicity, hits mostly cytotoxic; AID 588856; 410,000 compounds, 0.76% hits; HepG2 CAGA-GFP viability, ATP luminescence, 18 h; further: potency means the concentration at half of the fitted maximal effect; some results filed as inactive show a strong effect at the top dose
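HepG2 CAGA-GFP cells (1000/well, DMEM with 1% FBS) received compound, then TGF-beta at 500 pg/mL final, and were incubated 18 hours at 37 degrees C. Viability was read by CellTiter-Glo luminescence. Media-only wells were set as complete cell-killing and DMSO as no toxicity.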
Numbers without * were called inactive; i = inactive; u = inconclusive; x = not tested or not shown; & = joins results of further samples; [ ] = another dose, or the depositor's remark. Unless noted, the call rests on the fitted dose curve; in most records, active means well fitted curve in the direction sought with a large enough effect; inconclusive means small, poorly fitted or top-dose-only effect, or another doubt; inactive means no such curve, though single readings can be large; an effect the other way counts as inactive or inconclusive.

A first look (3 entries):
Under each structure – HT1080-NT tox	IL1B secr inh	ATXN2 expr inh	SW480 rerep	ATXN viability	HT1080 IDH1KD tx	MCF10A rerep	KB-3-1 cytotox	HepG2 viability
1. O=C(NCCC1CCCCN1S(=O)(=O)c1ccc(Cl)cc1)C(=O)NCc1ccco1 (stereo unspecified)
  -17.6%	-4.4	-23.8%	u	u	u	u	u	0.0%
2. CC(C)(C)NS(=O)(=O)c1ccc(CCC(=O)Nc2cc(Cl)ccc2Oc2ccccc2)cc1
  -4.8%	-63.2*	-15.9%	-3.7%	i	-13.7%	-10.9%	-5.3%	1.3%
3. Cn1c(=S)c2[nH]c(SCCN3CCCC3)nc2n(C)c1=O
  -2.6%	29.2	x	-16.0%	i	-3.6%	-2.7%	-2.5%	-9.8%

Results, previewed entries included:
Under each structure – HT1080-NT tox	IL1B secr inh	ATXN2 expr inh	SW480 rerep	ATXN viability	HT1080 IDH1KD tx	MCF10A rerep	KB-3-1 cytotox	HepG2 viability
1. O=C(NCCC1CCCCN1S(=O)(=O)c1ccc(Cl)cc1)C(=O)NCc1ccco1 (stereo unspecified)
  -17.6%	-4.4	-23.8%	u	u	u	u	u	0.0%
2. CC(C)(C)NS(=O)(=O)c1ccc(CCC(=O)Nc2cc(Cl)ccc2Oc2ccccc2)cc1
  -4.8%	-63.2*	-15.9%	-3.7%	i	-13.7%	-10.9%	-5.3%	1.3%
3. Cn1c(=S)c2[nH]c(SCCN3CCCC3)nc2n(C)c1=O
  -2.6%	29.2	x	-16.0%	i	-3.6%	-2.7%	-2.5%	-9.8%
4. CC1CCN(C(=O)CCNC(=O)c2ccccc2Cl)CC1
  4.4%	-8.2	14.3%	-4.9%	i	7.2%	5.1%	2.9%	5.0%
5. CCC(C)(C(=O)NC1CCCCC1)N(Cc1ccco1)C(=O)CNC(=O)c1ccccc1 (stereo unspecified)
  -5.6%	13.4	-2.1%	8.0%	i	-1.5%	-0.5%	-3.6%	-2.2%
6. CCC(=O)N(CCO)Cc1cc2ccc(C)c(C)c2[nH]c1=O
  8.3%	18.2	6.0%	-2.6%[9.22 µM]	i	18.7%	-4.3%	0.7%	3.0%
7. CC(C)n1cnc(S(=O)(=O)N2CCCC(C(=O)NCc3ccccc3Cl)C2)c1 (stereo unspecified)
  x	x	2.9%	x	i	x	x	-19.9%	-25.9%
8. Cc1ccc(/C=C/c2onc(C)c2S(=O)(=O)N2CCC(C(=O)Nc3ccc(Br)c(C)c3)CC2)cc1
  x	x	1.6%	x	i	x	x	-14.0%	-2.1%
9. COc1ccc(CNc2nc3nc4c(c(=O)n3[nH]2)CCC4)cc1
  10.9%	7.7	0.1%	0.0%	i	6.3%	0.6%	3.3%	-28.4%
10. O=C(C1CCN(CCCc2ccccc2)CC1)N(CCc1ccccc1)Cc1ccccc1
  u	u	-10.4%	u	i	u	10.0%	u	-48.5%
11. CCC(=O)NC(=Nc1nc2ccccc2s1)NC(=O)CC
  0.4%	24.8	78.3%[activator]	-1.0%	i	2.2%	17.8%	-1.1%	-62.4%
12. CCOC(=O)C1=C(C)NC2=C(C(=O)CC(C)(C)C2)C1c1ccc(O)c(OCC)c1 (stereo unspecified)
  3.6%	16.4	3.2%	11.2%	i	6.4%	-2.8%	18.0%	0.1%
13. O=C(NCCC1=CCCCC1)C(=O)NCC1OCCCN1S(=O)(=O)c1cc(F)ccc1F (stereo unspecified)
  1.4%	5.3	3.6%	-2.9%	i	6.9%	4.4%	8.8%	-7.9%
14. COc1ccc(NC(=O)c2sc(=O)n(Cc3ccc(F)c(Cl)c3)c2C)cc1OC
  -11.6%	-6.0	u	x	u	u	x	4.61µM*	10.1%
15. Cc1ccc(-c2nc3cc(Br)cnc3nc2-c2ccc(C)cc2)cc1
  13.0%	109.3	u	9.9%	x	-4.7%	27.1%	-19.4%	-13.2%
16. N#Cc1cnn2c(C(F)(F)F)cc(-c3ccccc3)nc12
  -3.7%	-9.2	x	u	i	-2.5%	16.4%	0.6%	-32.1%
17. O=c1cc(/N=C/c2coc3c(ccc4ccccc43)c2=O)[nH]c(=S)[nH]1
  1.0%	25.7	x	1.8%	u	0.4%	u	-13.5%	-15.8%
18. CCOC(=O)COc1ccccc1/C=C\[N+](=O)[O-]
  8.2µM*	-99.9*	u	4.11µM*	x	2.91µM*	u	9.2µM*	8.91µM*
19. Cc1ccc(S(=O)(=O)N2[C@@H](c3ccc(F)cc3)C(C(=O)O)=CC[C@H]2c2ccc3c(c2)OCO3)cc1
  -0.2%	33.1	-0.8%	u	i	6.1%	-36.5%[inhibitor]	-1.3%	-4.5%
20. CC1CCCC(C)N1C(=O)c1ccc(CS(=O)(=O)c2ccccc2)cc1 (stereo unspecified)
  2.0%	24.3	1.5%	-0.3%	i	0.5%	18.7%	x	18.1%
21. COc1cc(/C=N/NC(=O)c2ccoc2C)cc(OC)c1O
  11.6%	-12.8	17.1%	-10.2%	i	3.7%	0.3%	-3.5%	22.0%
22. O=C(NCCc1csc(-c2ccccc2)n1)c1ccco1
  2.5%	u	5.2%	4.7%	i	-3.2%	10.5%	-2.5%	1.1%
23. COc1cccc(CNC(=O)Cc2csc(Nc3nc(=S)[nH]c4ccccc34)n2)c1
  -4.7%	8.2	-33.7%	2.7%	x	-11.0%	21.3%	-7.3%	-42.1%
24. CCN(CC1COc2ccccc2O1)C(=O)CN1C(=O)NC(C)(c2ccccc2)C1=O (stereo unspecified)
  -8.0%	u	3.1%	5.4%	i	-5.1%	2.5%	-8.1%	-12.2%
25. O=C(Nc1ccc([N+](=O)[O-])cc1)Nc1ccc(N2CCOCC2)c2nonc12
  -5.3%	u	x	-7.4%	i	10.4%	-4.0%	1.9%	-3.1%
26. COc1cccc(S(=O)(=O)N(C)C[C@@H]2Oc3ncc(C#CCN(C)C)cc3C(=O)N([C@H](C)CO)C[C@H]2C)c1
  5.3%	-16.4	8.0%	x	i	3.9%	x	8.4%	2.0%
27. COc1ccc(S(=O)(=O)N2CCCCCC2)cc1C(=O)Nc1ccccn1
  0.2%	-2.0	9.6%	17.5%	i	-0.8%	1.5%	u	-19.3%
28. Cc1ccc(C(=O)N2CCN(c3nc4ccccc4n3C)CC2)cc1
  -0.2%	-20.0	-18.4%	-13.3%	i	-0.6%	3.6%	-3.5%	-1.1%
29. N#Cc1cccc(C2CC(OCCF)=CC(=O)O2)c1 (stereo unspecified)
  14.0%	-6.5	x	x	x	14.3%	x	3.2%	x
30. CCOC(=O)c1cc(-c2ccc(N3CCOCC3)cc2)nn1-c1ccccc1C(=O)O
  -3.5%	-19.1	4.6%	-16.2%	i	0.9%	-3.2%	-1.1%	-101.7%
31. CN1CCN(C(c2ccccn2)c2cc(Cl)c3cccnc3c2O)CC1 (stereo unspecified)
  -24.4%	26.8	x	u	i	u	14.6%	-0.8%	-12.9%
32. Cc1sc2nc(CN(C(=O)NC3CCCCC3)C3CCCCC3)[nH]c(=O)c2c1C
  -22.4%	-28.8	-3.7%	-3.6%	i	17.5%[9.24 µM]	5.6%	-7.5%	-6.0%
33. Cc1ccc(N(CC(=O)Nc2cccc(Cl)c2)S(=O)(=O)c2cccs2)cc1
  x	x	6.5%	x	i	x	x	-1.2%	-30.5%
34. Cc1ccc(N2C(=O)CC(NCC3CCCO3)C2=O)cc1 (stereo unspecified)
  -20.8%	-3.2	20.9%	11.8%	i	12.7%	-11.3%	2.9%	1.8%
35. COc1cccc(/C=N/N2CCN(c3ccncc3S(=O)(=O)N3CCCCC3)CC2)c1
  18.5%	-11.5	-4.4%	-23.8%	i	16.1%	u	3.6%	-0.4%
36. C=CCn1c(=N)n(CC(O)COc2ccccc2OC)c2ccccc21 (stereo unspecified)
  -22.9%	u	-7.8%	16.2%	i	-19.3%	12.0%	-2.8%	-24.0%
37. Cc1c(Cl)cccc1NC(=O)CN(CCc1ccccc1)S(=O)(=O)c1ccccc1
  x	x	-0.6%	x	i	x	x	u	3.7%
38. O=c1[nH]c(C2CCN(S(=O)(=O)Cc3ccccc3)CC2)nc2c1nnn2Cc1ccccc1Cl
  -14.3%	23.7	17.0%	-8.5%	i	-7.0%	-2.4%	7.0%	-26.8%
39. CCn1c(NCc2cc(OC)c(OC)c(OC)c2)nc2ccccc21
  -3.8%	24.2	-19.6%	0.8%	i	-6.6%	u	-36.7%	-8.8%
40. CC(=O)C[C@H]1c2cc(C(F)(F)F)ccc2S(=O)(=O)N1C1CCCC1
  9.7%	-13.1	10.4%	-3.2%	i	12.9%	6.2%	-4.4%&1.8%	-20.0%&-1.3%
41. CCN(Cc1ccncc1)C(=O)c1ccccc1NS(=O)(=O)c1ccc(Br)cc1
  -17.9%	33.0	x	-12.6%	i	2.8%	-0.5%	-5.7%	-10.4%
42. O=C(COC(=O)c1ccccc1C(=O)c1ccc(Cl)cc1)NCCc1ccccc1
  -3.8%	i	-6.3%	6.7%	i	-13.8%	28.1%	u	-35.2%
43. CN1CCC(NC(=O)Nc2ccc(Br)cc2)CC1
  -20.9%	-1.9	x	-22.3%	i	2.9%	3.4%	-4.5%	-6.3%
44. NS(=O)(=O)c1ccc(CCNC(=O)CN2CCC(Cc3ccccc3)CC2)cc1
  -13.3%	-10.7	-23.9%	-4.2%	i	u	-22.0%	u	-21.0%
45. COC(=O)c1ccc(NC(=O)CCc2nnc3ccc(NCc4ccco4)nn23)cc1
  -3.9%	16.8	4.8%	u	i	18.6%	0.4%	12.4%	-6.8%
46. Cc1ccc(N(CC(=O)NCc2cccs2)S(=O)(=O)c2cccs2)cc1
  -0.8%	-2.3	3.1%	-1.9%	u	-1.8%	-2.0%	-0.3%	1.9%
47. COc1cc(/C=C2/SC(=S)N(C)C2=O)ccc1OC(=O)c1ccco1
  5.3%	-5.4	1.4%	-1.2%	i	-14.0%	4.5%	9.0%	-17.4%
48. O=C(Nc1cccc(-c2cccc(Cl)c2)c1)C1CCN(Cc2ccon2)CC1
  u	-61.1*	u	u	u	u	8.7%	u	-42.9%
